Bioassay records deposited in PubChem by several laboratories.
p97 inhibitor – human p97 ATPase inhibition | P55072 | recombinant p97 ATPase, Kinase-Glo ATP luminescence, 3 h | inhibition, % at 8 µM | 220,000 compounds, 0.42% hits | AID 1481; in the data active = inhibition above about 15%;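 note: 0% = DMSO vehicle and 100% = wells lacking enzyme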
NPY2 pot ag – human NPY-Y2 potentiation or agonism, primary screen. 220,000 compounds, 0.45% hits. activation, % at 3.6 µM. cells expressing NPY-Y2, potentiator/agonist read-out. P49146; in the data active = activation above about 27%;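 note: cells stimulated with NPY near EC25 plus isoproterenol at EC100; 0% = vehicle plus submaximal agonist and 100% = vehicle plus saturating agonist; some results beyond the cut were filed as inactive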
Runt-SMMHC FRET – blocks binding of human RUNX1 Runt domain to CBFb-SMMHC. Q01196+Q13951. Cerulean-Runt/Venus-CBFb-SMMHC FRET ratio 530/480, 1 h. inhibition, % at 20 µM. 220,000 compounds, 0.74% hits;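 active = mean inhibition across duplicate retests at 20 µM reaching about 50%, limit read from the data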;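 note: 0% = DMSO wells and 100% = wells with excess untagged CBFb-SMMHC; inhibitors lower the FRET ratio by blocking Runt binding to CBFb-SMMHC; some results filed as inactive read as strong as hits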
NPY-Y1 antag – blocks the human neuropeptide Y Y1 receptor; HEK293-CNG Y1 cells, membrane potential fluorescence; NPY at EC95, then isoproterenol; inhibition, % at 3.6 µM; 200,000 compounds, 1% hits; AID 1040;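 active = inhibition above the campaign mean inhibition of all tested compounds plus 3 SD, cut at about 20% in these data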;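 note: 0% = DMSO wells given NPY plus isoproterenol and 100% = isoproterenol alone without NPY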
Target sequence (P25929 whole entry, looked up): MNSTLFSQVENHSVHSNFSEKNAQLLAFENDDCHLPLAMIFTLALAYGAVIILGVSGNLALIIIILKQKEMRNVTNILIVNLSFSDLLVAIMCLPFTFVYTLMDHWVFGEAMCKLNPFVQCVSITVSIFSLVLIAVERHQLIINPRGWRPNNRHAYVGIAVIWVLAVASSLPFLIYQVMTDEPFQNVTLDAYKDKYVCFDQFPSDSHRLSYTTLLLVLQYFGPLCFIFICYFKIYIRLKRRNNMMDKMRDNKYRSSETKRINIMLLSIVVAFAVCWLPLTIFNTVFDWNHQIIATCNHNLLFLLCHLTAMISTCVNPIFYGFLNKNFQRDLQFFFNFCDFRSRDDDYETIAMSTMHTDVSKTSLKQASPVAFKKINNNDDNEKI
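Material: HEK293 cells co-expressing NPY Y1 receptor and cyclic-nucleotide gated channel. Timing: compound incubation 1 h at room temperature, readout 45 min post-stimulation. Signal: fluorescence, membrane potential probe.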
Runt-CBFb FRET – Runt domain-CBFb interaction inhibition. AID 1496. 220,000 compounds, 0.46% hits. Cerulean-Runt/Venus-CBFb FRET ratio 530/480, 1 h. inhibition, % at 20 µM. Q01196+Q13951;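 active = inhibition over about 50% at 20 µM in the single-dose screen, limit read from the data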;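 note: 0% = DMSO wells and 100% = excess unlabeled CBFb competitor control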
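Doses: 20 µM compound in 1% DMSO | Material: Cerulean-labeled Runt domain protein | Amount: Each fluorescent fusion protein 100 nM | Schedule: Two 1 h room-temperature incubations shielded from light | Measured by: FRET fluorescence | Evaluation: Loss of energy transfer signal | Controls: Unlabeled CBFb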
RBBP9 inh – human RBBP9 hydrolase inhibition | O75884 | inhibition, % at 7.94 µM | 220,000 compounds, 0.2% hits | AID 1515 | recombinant RBBP9, FP-Rh probe fluorescence polarization;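 active = inhibition above the campaign mean of all tested compounds plus 3 SD, cut at about 14% in these data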;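 note: plate controls were DMSO wells with RBBP9 for no effect and wells lacking RBBP9 protein for full effect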
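Measured by – fluorescence polarization · Test system – RBBP9 protein · Input – 2.5 µM RBBP9 dispensing solution, before mixing · Measure – percent inhibition from mP, scaled between DMSO and no-protein wells · Benchmarks – DMSO-treated enzyme wells and wells lacking RBBP9 · Times – preincubation 30 min plus labeling 45 min at 25 °C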
MDM2 E3 inh – inhibitors of human Mdm2 E3 ubiquitin ligase. Q00987. cell-based MDM2 ubiquitination luciferase reporter, 2 h; 0 = plate control, 100 = twice control, blank-subtracted. signal enhancement, % at 5 µM. 210,000 compounds, 0.11% hits. AID 1230;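 active = signal enhancement of 30% or more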;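 note: luminescence tracks abundance of the self-degrading MDM2-luciferase fusion protein; higher signal means inhibition of MDM2 E3 ligase activity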
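System: stable MDM2–luciferase fusion reporter cells / Input: 2000 cells seeded into each well / Schedule: 4 h settle plus 2 h compound, 37 °C / Compound: single-point 5 µM / Buffer or medium: cells held in DMEM / Benchmarks: control and blank well means / Evaluation: percent signal gain over controls, blank-subtracted / Measured by: luciferase luminescence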
NPY1 pot ag – human NPY-Y1 potentiation or agonism, primary screen; activation, % at 3.6 µM; 220,000 compounds, 0.37% hits; P25929; NPY-Y1 expressing cells, potentiator/agonist activation; in the data active = activation above about 33%, passing the limit was not always enough;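 note: cells stimulated with NPY at EC10 then isoproterenol at EC100; 0% = low agonist plus stimulus and 100% = saturating agonist plus stimulus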
Hck-Nef inh – blocks Nef-activated human Hck kinase | Recombinant Hck-YEEI plus Nef, Z-Lyte FRET kinase assay | 220,000 compounds, 0.68% hits | P08631 | inhibition, % at 20 µM | AID 463187;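 active = Hck-Nef kinase inhibition above about 50%, limit read from the data; inactive = inhibition below that limit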;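 note: 0% = DMSO with Hck plus Nef and 100% = Hck alone without Nef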
Target sequence (P08631 whole entry, looked up): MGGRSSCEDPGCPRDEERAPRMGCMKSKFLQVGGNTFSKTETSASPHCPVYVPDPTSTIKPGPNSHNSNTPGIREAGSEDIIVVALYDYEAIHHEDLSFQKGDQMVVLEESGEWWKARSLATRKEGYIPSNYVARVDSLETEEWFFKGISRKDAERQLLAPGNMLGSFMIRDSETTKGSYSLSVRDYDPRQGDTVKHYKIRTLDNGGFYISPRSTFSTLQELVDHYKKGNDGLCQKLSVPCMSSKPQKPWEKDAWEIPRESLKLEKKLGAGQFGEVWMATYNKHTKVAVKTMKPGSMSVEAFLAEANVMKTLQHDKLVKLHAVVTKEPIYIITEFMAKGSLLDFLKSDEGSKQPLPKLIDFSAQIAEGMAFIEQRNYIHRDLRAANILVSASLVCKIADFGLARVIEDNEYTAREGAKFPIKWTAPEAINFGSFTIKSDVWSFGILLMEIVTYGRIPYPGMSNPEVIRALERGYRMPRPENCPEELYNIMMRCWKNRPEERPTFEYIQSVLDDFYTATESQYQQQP
Active calls of the source: *; x = no result given.

No.	smiles	p97 inhibitor	NPY2 pot ag	Runt-SMMHC FRET	NPY-Y1 antag	Runt-CBFb FRET
1	COc1ccc(CCNC(=O)Cn2nc([N+](=O)[O-])c(Br)c2C)cc1OC	-8	-13	-1	5	-2
2	CC(C)CCn1cnc2c(cnn2-c2ccc(Cl)cc2)c1=O	3	-6	1	-4	2
3	COCCCn1c(=S)[nH]c2c(sc3ccccc32)c1=O	5	2	46	1	23
4	CN(C)S(=O)(=O)N1CCN(CC(O)COc2ccc(C(=O)c3ccccc3)cc2)CC1 (stereo unspecified)	-6	-3	-1	-1	-2
5	CCOC(=O)COc1cccc2c(=O)n(CC(=O)N3CCC(C)CC3)ccc12	0	6	0	-4	0
6	CCOC(=O)CN1C(=O)c2ccccc2C1=O	4	-2	1	6	0
7	O=C(CSc1ccccn1)Nc1ccc(Br)cn1	4	-1	-2	4	2
8	Cc1cc(-c2ccccc2)c2c3c(cn2n1)c(=O)n(C)c(=O)n3C	3	9	-2	-3	0
9	O=[N+]([O-])c1cccc(/C=N/NC2=NS(=O)(=O)c3ccccc32)c1	1	-6	8	4	1
10	COc1c(C(=O)Nc2ccc(Cc3ccncc3)cc2)ccc2ccccc12	-4	-17	-8	3	-9

No.	RBBP9 inh	MDM2 E3 inh	NPY1 pot ag	Hck-Nef inh
1	-12	-22	-8	0
2	-2	-9	1	0
3	-7	-6	-3	-14
4	-6	-11	21	-1
5	-1	-1	4	7
6	-5	1	1	6
7	-10	-9	-36	9
8	-6	-11	-26	2
9	-6	-9	7	25
10	-9	-7	-43	4

Reprinted from the part before: 2 entries, then new ones.
No.	smiles	p97 inhibitor	NPY2 pot ag	Runt-SMMHC FRET	NPY-Y1 antag	Runt-CBFb FRET
9	O=[N+]([O-])c1cccc(/C=N/NC2=NS(=O)(=O)c3ccccc32)c1	1	-6	8	4	1
10	COc1c(C(=O)Nc2ccc(Cc3ccncc3)cc2)ccc2ccccc12	-4	-17	-8	3	-9
11	COc1ccc(C)cc1N(CC(=O)N/N=C/c1ccc2c(c1)OCO2)S(C)(=O)=O	-2	-2	-1	3	-1
12	O=C(Cc1ccccc1)NCCn1ccc2ccccc21	2	-12	-2	-3	2
13	Cc1cc(O)c(C(C)C)cc1NC(=O)c1ccccc1Cl	3	2	-1	-7	-1
14	CCOC(=O)c1c(C)[nH]c(C(=O)Cn2nnc(-c3ccccc3)n2)c1C	0	12	-1	1	-3
15	CCOC(=O)N1C2C=C(C)[C@@H]2[C@@H]2CC(=O)N21 (stereo partly specified)	6	0	-4	-1	-1
16	CNc1nnc(-c2ccco2)s1	3	-3	4	x	8
17	O=C1CN(CC(=O)Nc2ccc(Cl)cc2)CCN1	4	-9	2	3	3
18	CCCC(=O)NC(C)c1nc2ccccc2n1CC (stereo unspecified)	-4	-2	-2	-4	2
19	Cc1cc(C)n2nc(C(=O)Nc3cccnc3)nc2n1	-5	-5	-7	2	0
20	COc1ccc(N2CCN(c3oc(COc4ccccc4Cl)nc3C#N)CC2)cc1	-4	-25	3	42*	1

No.	RBBP9 inh	MDM2 E3 inh	NPY1 pot ag	Hck-Nef inh
9	-6	-9	7	25
10	-9	-7	-43	4
11	-3	-5	-7	26
12	-9	-13	16	-5
13	-2	-5	5	3
14	-4	-8	-13	-4
15	-6	1	4	6
16	-1	-1	13	8
17	-4	-12	21	-18
18	-7	0	-2	0
19	-9	-5	-13	-6
20	-8	-14	-22	-2

4 entries drawn at random from the list so far:
No.	smiles	p97 inhibitor	NPY2 pot ag	Runt-SMMHC FRET	NPY-Y1 antag	Runt-CBFb FRET
16	CNc1nnc(-c2ccco2)s1	3	-3	4	x	8
15	CCOC(=O)N1C2C=C(C)[C@@H]2[C@@H]2CC(=O)N21 (stereo partly specified)	6	0	-4	-1	-1
18	CCCC(=O)NC(C)c1nc2ccccc2n1CC (stereo unspecified)	-4	-2	-2	-4	2
14	CCOC(=O)c1c(C)[nH]c(C(=O)Cn2nnc(-c3ccccc3)n2)c1C	0	12	-1	1	-3

No.	RBBP9 inh	MDM2 E3 inh	NPY1 pot ag	Hck-Nef inh
16	-1	-1	13	8
15	-6	1	4	6
18	-7	0	-2	0
14	-4	-8	-13	-4

Other entries:
No.	smiles	p97 inhibitor	NPY2 pot ag	Runt-SMMHC FRET	NPY-Y1 antag	Runt-CBFb FRET
21	Cc1ccc(CNC(=O)C2CCCN(c3nc4ccccc4o3)C2)cc1 (stereo unspecified)	5	11	5	2	-1
22	CCN(CC)C(=O)C1CCCN(Cc2ccccc2C(F)(F)F)C1 (stereo unspecified)	2	-6	4	-2	0
23	Cn1c(SCc2ccc(C(C)(C)C)cc2)nnc1C1COc2ccccc2O1 (stereo unspecified)	-1	-15	-7	x	-7
24	O=C(O)c1cc(-c2ccco2)nn1-c1cccc(Cl)c1	-2	-23	-42	12	29
25	CC1CN(C(=O)C2(C)CC2(Cl)Cl)CC(C)O1 (stereo unspecified)	-5	-9	2	2	-1
26	CCOC(=O)c1[nH]c2ccc(OC)cc2c1NC(=O)c1ccc(OC)c(OC)c1	4	-9	-2	-8	-1
27	Cc1nc2ccc(NC(=O)c3cc(S(=O)(=O)N4CCOCC4)ccc3C)cc2s1	0	-11	-4	-2	1
28	CSc1ncccc1C(=O)OCc1ccc(COC(=O)c2cccnc2SC)cc1	5	14	-4	-3	2
29	Cc1nc2c(N=Nc3ccccc3F)c(N)nn2c(N)c1C#N	2	6	-6	-3	-5
30	COc1ccc(OC)c(C2CC(=O)Nc3cc(OC)c(OC)c(OC)c32)c1 (stereo unspecified)	1	9	0	-3	-2

No.	RBBP9 inh	MDM2 E3 inh	NPY1 pot ag	Hck-Nef inh
21	-9	x	-17	-4
22	-3	-1	-11	-3
23	-2	-8	-35	9
24	-7	-3	-25	52*
25	-3	-1	-8	4
26	-2	-10	-33	-5
27	-3	6	19	0
28	0	-14	-16	5
29	8	-22	-5	23
30	3	-26	-1	-2

Other entries
No.	smiles	p97 inhibitor	NPY2 pot ag	Runt-SMMHC FRET	NPY-Y1 antag	Runt-CBFb FRET
31	Cn1nc(C(F)(F)F)c2cc(C(=O)N3CCOCC3)sc21	-2	8	-2	-1	0
32	COc1ccc(CNc2nc(-c3ccccc3)nn2C(=O)c2cccs2)cc1	0	16	-1	2	0
33	Cc1ccc(OCCN2C(=O)S/C(=C\c3ccc(C)o3)C2=O)cc1	4	-5	0	4	2
34	COc1ccc(OC)c(NC(=O)c2ccc(-n3cccn3)nc2)c1	-1	-20	1	4	2
35	CCc1ccc2[nH]c(=O)c(C(c3nnnn3CC3CCCO3)N3CCCc4ccccc43)cc2c1 (stereo unspecified)	3	-10	16	-3	27
36	S=c1[nH]nc(-c2ccncc2)n1/N=C/c1ccccc1Cl	7	20	11	x	15
37	Cc1ccc(N=C2NC(=O)/C(=C/c3cccnc3)S2)cc1C	4	3	-6	x	0
38	O=[N+]([O-])c1cccc(C(O)C23CN4CN(CN(C4)C2)C3)c1 (stereo unspecified)	8	-23	-5	x	-2
39	CCN(C(=O)COC(=O)CNC(=O)c1ccc(C)c(C)c1)C1CCS(=O)(=O)C1 (stereo unspecified)	-2	-3	-2	1	-3
40	Cc1ccc(-c2cc(C(=O)NCc3cn(C)nc3C)c3cc(Br)ccc3n2)cc1	0	-3	2	-1	0

No.	RBBP9 inh	MDM2 E3 inh	NPY1 pot ag	Hck-Nef inh
31	1	3	-1	-9
32	1	-5	18	-1
33	-4	2	-3	5
34	-5	-3	-45	2
35	-6	-11	-20	-2
36	0	-9	-7	10
37	-6	-8	25	22
38	-2	-14	1	11
39	-6	-9	-20	2
40	1	-7	-22	50*

Additional structures:
No.	smiles	p97 inhibitor	NPY2 pot ag	Runt-SMMHC FRET	NPY-Y1 antag	Runt-CBFb FRET
41	O=C(Nc1cccc(S(=O)(=O)N2CCOCC2)c1)c1ccccn1	-5	-19	2	x	2
42	O=C(COc1cccnc1[N+](=O)[O-])Nc1ccc(N2CCOCC2)cc1	1	3	0	2	0
43	Nc1cccc(C(=O)O)c1	3	5	2	-3	-1
44	Cc1cccc(N2CCN(C(=O)C(NS(=O)(=O)c3cccs3)c3ccccc3)CC2)c1C (stereo unspecified)	-1	-10	-8	7	1
45	Cc1ccccc1S(=O)(=O)Cc1ccc(C(=O)NCCN2CCN(Cc3ccccc3)CC2)o1	-2	11	2	7	-1
46	CC(C)CN1C(=O)C(=O)N(CC(=O)NC2CCCc3ccccc32)C1=O (stereo unspecified)	3	-14	2	0	0
47	CCOc1cc(C2C(C(=O)N3CCOCC3)=C(C)NC3=C2C(=O)CCC3)ccc1O (stereo unspecified)	5	0	0	4	4
48	COC(=O)c1sccc1-n1cccc1C(=O)N1CCOCC1	-3	2	4	1	-1
49	Cc1ccn(C(=O)c2cc3c(C)nn(-c4ccccc4)c3s2)n1	-5	-14	-1	4	x
50	CSc1ccccc1NC(=O)c1cc2ncc(Br)cn2n1	-5	-5	-2	6	0

No.	RBBP9 inh	MDM2 E3 inh	NPY1 pot ag	Hck-Nef inh
41	-10	x	-3	-11
42	-2	-5	-5	1
43	-2	x	4	0
44	1	-6	-2	2
45	2	-18	5	-2
46	-9	-5	4	14
47	-4	-12	8	-4
48	-4	-7	1	-1
49	-9	-14	-2	1
50	-6	-1	-7	-13

(listing goes on)
No.	smiles	p97 inhibitor	NPY2 pot ag	Runt-SMMHC FRET	NPY-Y1 antag	Runt-CBFb FRET
51	CN(Cc1ccccc1)C(=O)c1nc2ccccn2c1CN1CCCC1c1nccs1 (stereo unspecified)	-1	-7	3	15	-1
52	CCNC(=O)CN1C(=O)NC2(CCCCCC2)C1=O	-3	-4	1	-1	2
53	COCC1=C(C(=O)OC)C(c2cccs2)n2ncnc2N1 (stereo unspecified)	5	7	1	x	0
54	O=C1CSC(=S)N1/N=C/c1ccc(Cl)c([N+](=O)[O-])c1	12	-4	-6	x	12
55	CC1(C)Cc2c(sc3nc4n(c(=N)c23)CCC4)CO1	5	6	1	-4	-3
56	CC(=O)c1cccc(NC(=O)COC(=O)COc2ccc(Cl)cc2)c1	5	-1	3	-1	0

No.	RBBP9 inh	MDM2 E3 inh	NPY1 pot ag	Hck-Nef inh
51	-7	-4	-9	2
52	-2	-10	-7	2
53	-8	-8	12	20
54	-7	-9	6	80*
55	-6	-27	-23	2
56	-1	-7	-2	23
